Mcl1-Bid inh: Mcl-1/Bid binding inhibitors, primary screen, biochemical, TR-FRET, 1536-well. actives 0.97% (n = 220,000). TR-FRET Mcl-1/Bid-Dy647 peptide binding. inhibition, % at 21.7 µM. Induced myeloid leukemia cell differentiation protein Mcl-1 (Homo sapiens), Q07820;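 active = compounds that cut the binding signal by more than half at the single screening dose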;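 also: His-tagged Mcl-1 with europium anti-His antibody binding Bid BH3 peptide; 0% = Mcl-1 plus peptide wells and 100% = peptide-only wells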
Target sequence (Q07820 whole entry, looked up): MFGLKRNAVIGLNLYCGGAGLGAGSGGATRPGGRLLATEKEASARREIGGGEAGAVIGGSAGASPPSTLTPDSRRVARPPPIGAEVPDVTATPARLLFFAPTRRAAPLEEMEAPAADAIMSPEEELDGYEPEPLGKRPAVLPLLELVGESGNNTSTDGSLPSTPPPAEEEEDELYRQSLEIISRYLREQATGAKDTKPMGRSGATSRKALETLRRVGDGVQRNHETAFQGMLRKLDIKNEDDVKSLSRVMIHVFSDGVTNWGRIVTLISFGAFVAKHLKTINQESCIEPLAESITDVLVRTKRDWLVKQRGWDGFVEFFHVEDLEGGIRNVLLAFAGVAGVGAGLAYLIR
Bim-Mcl-1: inhibitors of Bim peptide binding to Mcl-1, primary screen, biochemical, bead-based flow cytometry, multiplex | Induced myeloid leukemia cell differentiation protein Mcl-1 (Homo sapiens), Q07820 | AID 1009, 2008 | Bim peptide-Mcl-1 binding | actives 0.1% (n = 190,000) | inhibition, % at 10 µM; in the data active = inhibition above about 40%;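 also: 0% = no compound tracer wells and 100% = peptide blocker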
Rab7 wt modul: modulators of GTP binding to Rab7, primary screen, biochemical, wildtype, multiplex bead flow cytometry. Rab7 GTPase wild type (dog), Bodipy-FL-GTP binding. GST-Rab7 beads, fluorescent GTP binding; actives lie on both sides; untreated = 100%, excess cold GTP = 0%. GTP binding activity (percent of control), % at 10 µM. actives 0.055% (n = 190,000);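 active = fluorescent GTP binding to Rab7 beads changed by at least 20 points from the 100% baseline, either direction, mostly lower; inconclusive = compound itself probably fluorescent, or too few beads counted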;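 also: median green fluorescence of bound Bodipy-FL-GTP per Rab7 bead population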
Cdc42 wt GTP: modulators of GTP binding to wildtype Cdc42, primary screen, biochemical, multiplex bead flow cytometry, Bodipy-GTP; GST-Cdc42 beads; actives lie on both sides; actives 0.2% (n = 190,000); Cell division control protein 42 homolog (Homo sapiens), P60953; AID 761, 2007; percent activity (GTP binding), % at 10 µM;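 active = percent activity GTP binding at least 20 points away from the 100% baseline, either down as inhibitor or up as activator; inconclusive = compound flagged as likely green fluorescent from well-wide comparison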;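 also: median bead fluorescence of bound Bodipy-FL-GTP at 100 nM; 0% = excess unlabeled GTP control and 100% = no compound control; below 100% means less GTP binding so inhibitor and above means activator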
Target sequence (P60953 whole entry, looked up): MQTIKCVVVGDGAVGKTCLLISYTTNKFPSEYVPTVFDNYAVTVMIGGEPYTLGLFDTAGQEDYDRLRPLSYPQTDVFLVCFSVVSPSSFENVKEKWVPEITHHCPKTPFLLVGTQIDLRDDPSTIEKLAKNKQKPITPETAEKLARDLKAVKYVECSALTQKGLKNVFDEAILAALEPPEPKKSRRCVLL
Rac1 act GTP bind: GTP binding modulators of activated mutant Rac1, primary screen, biochemical, bead-based flow cytometry, multiplex, fluorescent GTP | Ras-related C3 botulinum toxin substrate 1 (Homo sapiens), P63000 | percent activity (GTP binding), % at 10 µM | AID 764, 2007 | GST-Rac1 activated beads; actives lie on both sides; 100% means binding = to untreated wells | actives 0.11% (n = 190,000);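 active = GTP binding at least 20 percentage points away from the 100% baseline, in either direction, so actives lie on both sides; inconclusive = Compound likely fluorescent itself, or too few beads counted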
HRas wt GTP: modulators of GTP binding to HRas wildtype, primary screen, biochemical, bead-based flow cytometry, multiplex; GTP binding activity, % at 10 µM; actives 0.14% (n = 190,000); GST-Ras wt beads, Bodipy-FL-GTP binding; actives lie on both sides;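 active = GTP binding activity at least 20% away from the 100% baseline, either lowered as inhibitor or raised as activator; inconclusive = flagged as likely green fluorescent, judged across all proteins in the well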;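 also: 0% = unlabeled GTP competition control and 100% = no-compound control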
Target sequence (P01112 whole entry, looked up): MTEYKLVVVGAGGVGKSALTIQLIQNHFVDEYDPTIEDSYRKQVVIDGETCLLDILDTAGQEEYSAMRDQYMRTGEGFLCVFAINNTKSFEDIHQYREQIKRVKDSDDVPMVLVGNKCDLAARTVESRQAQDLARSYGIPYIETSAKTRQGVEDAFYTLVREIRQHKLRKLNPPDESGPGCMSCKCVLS
Avidin fluor: green autofluorescence of compounds with avidin beads – biophysical, 488/530 nm, flow cytometry, artefact control, profiling panel; fluorescence (KMESF) at 10 µM; AID 1775, 2009; compound fluorescence 488/530 nm; stronger effect = higher value; actives 0.38% (n = 220,000); in the data active = fluorescence above about 47; also: inactives centre near 10
Pf gamet viab: late stage P. falciparum gametocyte viability inhibitors, primary screen, ATP luminescence, HTS; inhibition, % at 10.9 µM; actives 0.065% (n = 150,000); P. falciparum stage V gametocytes, 24 h; AID 743093, 2013;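 active = inhibition above the mean plus 3 SD of compounds within the control limits, set per campaign, cut at about 38% in these data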;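 also: 0% = DMSO wells and 100% = medium only without gametocytes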
Mcl1-Noxa inh: Mcl-1/Noxa binding inhibitors, primary screen, biochemical, TR-FRET, 1536-well; Induced myeloid leukemia cell differentiation protein Mcl-1 (Homo sapiens), Q07820; TR-FRET Mcl-1/Noxa peptide binding, 2 h; inhibition, % at 21.7 µM; actives 1.5% (n = 220,000); AID 1022, 2008;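 active = compounds that cut the protein-peptide binding signal by more than 50% relative to plate controls in a single-dose test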;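 also: His-tagged Mcl-1 with rhodamine Noxa BH3 peptide and terbium anti-His antibody; 0% = Mcl-1 plus Noxa peptide wells and 100% = peptide-only wells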
Rac1 wt GTP bind: wildtype Rac1 GTP binding modulators, primary screen, biochemical, GST-Rac1 beads, flow cytometry, multiplex; Ras-related C3 botulinum toxin substrate 1 (Homo sapiens), P63000; fluorescent GTP binding; actives lie on both sides; 0 = cold GTP competed, 100 = untreated; GTP binding activity (% of control), % at 10 µM; actives 0.27% (n = 190,000);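 active = GTP binding activity at least 20 points away from the 100% control level, either lower or higher; inconclusive = compound flagged as likely green fluorescent, judged across all proteins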
Rab2 wt GTP: modulators of GTP binding to Rab2A wildtype, primary screen, biochemical, dog, bead-based flow cytometry, multiplex | Ras-related protein Rab-2A (Canis lupus familiaris), P61105 | GST-Rab2 wt beads, Bodipy-GTP binding | GTP binding activity, % at 10 µM | actives 0.19% (n = 190,000) | AID 760, 2007;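 active = GTP binding activity at least 20 points away from 100%, either lowered or raised; inconclusive = signal likely due to the compound's own green fluorescence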;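 also: 0% = beads with excess unlabeled GTP and 100% = no-compound control corrected for plate trend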
Numbers without * were called inactive; ? = inconclusive; nt = not tested or not shown.

SMILES	Mcl1-Bid inh	Bim-Mcl-1	Rab7 wt modul	Cdc42 wt GTP	Rac1 act GTP bind	HRas wt GTP	Avidin fluor	Pf gamet viab	Mcl1-Noxa inh	Rac1 wt GTP bind	Rab2 wt GTP
CCOC(=O)c1sc(NC(=O)c2cc3c(s2)CCC(C)C3)nc1C (centres undefined)	-26	0	104	99	97	101	11	nt	0	100	100
COc1ccc(-n2c(Cn3c(=O)sc4ccccc43)nnc2SCC(=O)N2CCCCC2)cc1	-16	2	96	104	98	98	5	nt	10	102	100
C=CCSc1nn2c(=O)c3ccccc3nc2s1	4	1	96	97	96	95	12	7	48	97	92
COc1ccc(Cn2c(CCC(=O)Nc3ccc(CC#N)cc3)nc3cccnc32)cc1	9	-4	98	100	103	100	12	-5	7	107	103
Cc1ccc(N(CC(=O)NN=C2CCN(C)CC2)S(=O)(=O)c2ccc(C)cc2)cc1	-3	-1	98	95	91	95	7	-25	-3	96	94
Oc1ccccc1CNn1cnnc1	-18	-2	97	102	99	100	8	nt	14	100	101
COc1ccc(C(=O)OCC[N+]2(C)CCOCC2)cc1	16	-3	92	93	94	99	7	11	32	102	96
Cc1cccc(C)c1NC(=O)C1(N2C(=O)CC2c2ccccc2)CCCCC1 (centres undefined)	-19	-7	102	103	103	102	10	nt	-6	106	103
O=C(COC(=O)CCc1nc2ccccc2s1)Nc1ncc(Cl)cc1Cl	-25	-4	96	101	97	98	12	4	30	100	98
COc1cc2nc(/C=C/c3cc(OC)c(OC)c(OC)c3)sc2cc1SC	-6	7	?	?	?	?	13	nt	-1	?	?
O=C1C=C(NCc2ccc(Cl)c(Cl)c2)CC1	-5	0	95	94	91	95	7	nt	-3	92	91
CC(=O)C1=C(O)C(=O)N(c2ccc(Br)cn2)C1c1ccccc1F (centres undefined)	28	0	101	98	96	96	15	nt	20	98	99
CN(CCC#N)C(=O)COC(=O)c1cc(Cl)cc(Cl)c1N	1	-3	98	96	95	95	8	-23	18	99	96
COc1cccc(OCC(=O)NNC(=O)c2cnccn2)c1	-8	-4	100	100	100	102	11	5	-1	103	98
COc1ccc(CNC(=O)Cn2nc(C(F)(F)F)cc2C)cc1	-11	-2	103	99	97	99	11	-24	17	99	99
Clc1cccc(NCc2ccccc2)n1	-21	-1	96	95	93	94	12	19	20	95	97
O=[N+]([O-])c1cccc(S(=O)(=O)c2ccc(NCCO)c([N+](=O)[O-])c2)c1	32	-3	96	97	99	97	6	8	27	100	96
O=[N+]([O-])c1cc(-n2cnnn2)ccc1N1CCC(Cc2ccccc2)CC1	7	0	90	96	93	95	10	7	nt	90	95
S=c1[nH]nc(Cn2cnc3ccccc32)n1-c1ccccc1	-31	-10	91	94	95	95	22	-15	17	99	94
COc1cccc2c(=O)n(CC(=O)Nc3ccc(F)cc3)ccc12	-11	-5	94	101	99	97	3	nt	-13	100	98
COc1cccc(-n2c(N)c(-c3nc4ccccc4[nH]3)sc2=S)c1	-11	-7	107	96	93	100	9	-13	-5	101	98
S=C(NCc1ccccc1)Nc1cccc(Cl)c1	-63	-2	96	98	100	99	3	3	4	102	100
O=C(NC1CC1)c1ccc2c(Cl)c3c(nc2c1)CCCC3	-3	-8	105	100	95	95	21	5	7	99	100
CC(=O)NC(CCS(C)(=O)=O)C(=O)Nc1ccccc1 (centres undefined)	-16	2	98	100	99	97	10	nt	9	102	97
Cc1nnc(SCC(=O)Nc2nsc(-c3ccc(C(C)(C)C)cc3)n2)s1	0	0	97	96	95	99	6	nt	-12	101	97
Cc1nc(SCC(=O)Nc2ccccn2)n[nH]1	-30	0	102	95	98	99	19	7	-18	102	98
COc1ccc(CCCc2nnc(SCC(=O)Nc3ccccc3F)o2)cc1	-3	0	94	97	95	97	10	0	13	101	95
O=C(O)C1CC=CCC1C(=O)Nc1cccnc1 (centres undefined)	5	-1	99	99	96	96	12	3	-3	96	98
Cc1c(NC(=O)c2cc(C(C)C)on2)c(=O)n(-c2ccccc2)n1C	-27	-3	103	105	100	102	20	nt	-16	106	101
Cc1ccc(CNc2ccc3nnc(-c4ccccc4)n3n2)cc1	-270	-9	94	97	96	96	6	nt	-38	98	94
COc1ccccc1NC(=O)CSc1nccc(=O)[nH]1	-18	-1	98	100	92	99	13	nt	-4	97	97
O=C(CSC(=S)N1CCOCC1)c1ccccc1	-26	-5	98	101	100	98	13	2	6	105	98
O=C(NCC1CCCO1)c1ccccc1S(=O)(=O)c1ccc([N+](=O)[O-])cc1 (centres undefined)	-16	1	104	96	95	98	9	4	6	99	99
OC1CCCN(C(=S)NCc2ccccc2)C1 (centres undefined)	-12	1	110	96	97	101	5	-1	-4	105	101
CC(C)C(OC(=O)c1ccco1)C(=O)NC1CCCCC1 (centres undefined)	-17	2	104	102	100	102	12	nt	-9	103	104
COc1ccc2nc(/N=C(\N)NC(=O)C(C)(C)C)nc(C)c2c1	-1	0	99	101	101	100	25	15	21	105	96
COC(=O)c1c(NC(=O)c2ccccc2)sc(C(N)=O)c1C	-21	2	103	94	96	95	10	-7	6	99	95
Cc1cc(C)c(COCc2cc(/C=N/O)c(C)cc2C)cc1/C=N/O	2	0	103	104	103	103	10	-5	5	109	106
CCOC(=O)c1sc2nc(CSc3ccccc3)nc(N3CCCN(C)CC3)c2c1C	41	2	92	93	95	93	27	-7	35	94	95
COCCCNC(=S)N/N=C/c1ccc(N(C)C)cc1	-26	-6	98	98	95	96	12	-15	10	95	98
O=C(CNC(=O)c1ccco1)N/N=C/c1ccccc1[N+](=O)[O-]	-15	1	95	99	94	97	10	nt	17	102	101
COC(=O)c1ccc(N2C(=O)CC(N3CCC(O)(c4ccc(Br)cc4)CC3)C2=O)cc1 (centres undefined)	0	-8	100	102	95	99	10	nt	26	101	98
CCN(CC)CC1(O)CCN(C(=O)c2ccc(Cl)c(Cl)c2)CC1	-10	0	?	?	?	?	7	12	10	?	?
O=C(COC(=O)CCSc1ccccc1)Nc1cc(F)ccc1F	-21	-1	100	85	84	91	11	17	9	87	87
O=[N+]([O-])c1ccc(F)c(N=Cc2ccc(Br)s2)c1	-4	-4	96	101	100	95	4	12	-10	105	97
CC1CCN(C(=O)CCc2ccc(S(=O)(=O)NC(C)C)cc2)CC1	-9	0	101	104	102	101	9	nt	30	110	104
CC[n+]1c(P(=O)([O-])c2ccccc2)[nH]c2ccccc21	-3	0	98	99	97	100	8	nt	16	97	97
Cn1ccnc1/C(=N\NC(=O)c1ccccc1)c1cccc([N+](=O)[O-])c1	-5	-3	99	90	91	94	12	6	-7	85	98
COc1ccc(C2(O)CC3CCC(C2)N3c2cc(C)nc(-c3ccccc3)n2)cc1 (centres undefined)	0	-4	95	97	100	98	27	nt	-2	105	99
CCOC(=O)C1(CC2CCCCO2)CCN(Cc2cc3ccccc3[nH]2)CC1 (centres undefined)	0	-2	101	103	101	102	16	-9	12	105	102
(more compounds)
SMILES	Mcl1-Bid inh	Bim-Mcl-1	Rab7 wt modul	Cdc42 wt GTP	Rac1 act GTP bind	HRas wt GTP	Avidin fluor	Pf gamet viab	Mcl1-Noxa inh	Rac1 wt GTP bind	Rab2 wt GTP
COCCN=C1NN=C(c2ccc(C)c([N+](=O)[O-])c2)CS1	2	0	105	96	94	100	26	nt	4	96	97
CCOc1cccc(NC(=O)Cc2cccs2)c1	-13	-2	98	102	97	102	11	nt	-11	106	98
Cc1cc2c3c(c1C)C1(C(=O)N3C(C)(C)CC2C)C(C#N)=C(N)Oc2cc(O)ccc21 (centres undefined)	16	-3	100	103	102	102	6	nt	23	104	101
CC(C)(C)C1C/C(=C/c2ccco2)C(=O)/C(=C/c2ccco2)C1 (centres undefined)	13	3	101	99	97	100	10	nt	41	101	102
CCS(=O)(=O)c1nc(NC(C)=O)n[nH]1	-2	-2	99	102	99	102	7	-21	2	103	102
C/C(Nc1ccc(F)cc1)=C(/C#N)C(N)=O	-6	5	94	96	95	96	4	-31	-7	97	94
c1ccc(Cn2nnnc2C(c2ccccn2)N2CCN(c3ccccc3)CC2)cc1 (centres undefined)	-42	2	101	99	97	100	12	nt	8	100	101
Cc1ccc(-c2csc(N(Cc3ccccc3)C(=O)COc3ccccc3)n2)cc1	2	1	96	96	95	95	5	-8	5	97	95
O=C(CCCNS(=O)(=O)c1ccc(Br)cc1)N1CC[C@@]2(O)CCCC[C@H]2C1	-13	-3	96	105	101	104	14	21	14	102	102
N#C/C(=C(/O)Cc1cccc2ccccc12)c1nc2ccccc2s1	10	0	98	101	96	98	10	nt	25	105	98
CCCN(CCC)C(=O)C1CC(=O)OC12CCOC(C)(C)C2 (centres undefined)	-17	0	107	100	102	102	2	11	-8	103	100
Cc1cc(C)n(-c2nc3c(c(=O)[nH]c(=O)n3C)n2Cc2ccc(F)cc2)n1	-5	-1	99	98	96	98	32	10	-6	95	98
O=C(Oc1ccc(-c2cnc3ccccc3n2)cc1)c1ccco1	7	-5	96	96	98	94	6	10	36	99	94
COc1cc(/C=C2/SC(=S)N(CC3CCCO3)C2=O)ccc1O (centres undefined)	72*	-1	97	102	97	97	11	-14	13	102	98
COc1cc([N+](=O)[O-])cc2sc(NC(=O)C(C)(C)C)nc12	-13	0	90	91	90	95	9	25	2	94	90
O=C(O)CCc1ccc(-c2ccccc2)n1NC(=O)c1ccco1	-18	-1	?	?	?	?	6	-5	-2	?	?
CC(=O)CCc1c(C)nc2ccc(C(=O)O)cc2c1Cl	-24	10	93	95	97	97	8	-8	2	98	94
Cc1nnsc1C(=O)N/N=C/c1cccc(C(F)(F)F)c1	-8	-2	102	96	96	97	11	4	8	99	96

Source: PubChem BioAssay
